# Compound activity from PubChem BioAssay.
# SIRT5 inh: inhibitors of human sirtuin-5 desuccinylase | Q9NXA8 | Purified SirT5, succinyl-peptide AMC, trypsin-coupled fluorescence | inhibition, % at 15 µM | 1.1% of 330,000 active; in the data active = inhibition above about 15%; inconclusive = no clear call, values can overlap the other calls
# DENV2 CPE rescue: inhibitors of DENV2 cytopathic effect | CPE inhibition, % at 9.99 µM | DENV2-infected cells, cytopathic effect rescue, plate reader | AID 651640 | 1.7% of 350,000 active; in the data active = CPE inhibition above about 20%, passing the limit was not always enough; inconclusive = no clear call, values can overlap the other calls; tested in BHK-21 cells;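 also: 0% = median of neutral control wells and 100% = median of positive control wells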
# miR-122 sensor: blocks miR-122 activity in Huh7 sensor cells; Huh7 miR-122 Renilla luciferase sensor, 48 h; neutral wells = 0, positive control = 100; activation (reporter increase), % at 12.5 µM; 0.3% of 340,000 active;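 active = mean replicate activation score at least 90 and every replicate individually at or above 90; inconclusive = only one of the two criteria met; inactive = neither criterion met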;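 also: higher luciferase means less miR-122 activity so hits act as miR-122 inhibitors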
# Casp6 inh: inhibitors of human caspase-6; AID 686996; inhibition, % at 12.5 µM; P55212; 0.53% of 350,000 active; purified caspase-6, Z-VEID-R110 cleavage fluorescence;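 active = mean inhibition across replicates at least about 35%, with every replicate also reaching that limit, limit read from the data; inconclusive = only one of the two criteria met; inactive = neither criterion met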;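 also: 0% = median of neutral control wells and 100% = no fluorescence left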
# ERp5 inh: ERp5 (human) disulfide isomerase inhibition. Q15084. ERp5 insulin aggregation, absorbance 650 nm, 90 min. inhibition, % at 9.99 µM. 0.05% of 350,000 active;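 active = mean replicate inhibition above about 25%, with every replicate also reaching it, limit read from the data, passing the limit was not always enough; inconclusive = only one of those two criteria met; inactive = neither criterion met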
# F508del corr: CFTR F508del correction in bronchial cells; 0.36% of 350,000 active; CFBE cells, YFP halide quenching; stimulated with forskolin plus potentiator P3; % fluorescence drop versus neutral controls; activity (quench increase), % at 7.58 µM;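 active = mean added fluorescence quench of at least 8% versus neutral control, with both replicates also reaching 8%; inconclusive = only one of the mean or replicate conditions met; inactive = mean below 8% and not both replicates reaching 8%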;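 also: cells transiently co-express mutant CFTR-F508del with the halide-sensitive YFP; corrector assay measuring rescue of mutant channel to the surface after 24 h compound exposure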
# ERAP1 HTS inh: inhibitors of human ERAP1 aminopeptidase. recombinant ERAP1, Leu-AMC fluorescence, 60 min. inhibition, % at 10.7 µM. 0.15% of 340,000 active. AID 652197;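 active = mean replicate inhibition of at least 30%, or all replicates individually reaching that 30% level; inactive = mean below 30% and not every replicate reaching it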;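 also: 0% = neutral control wells and 100% = L-leucinethiol positive control wells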
# Target sequence (Q9NZ08 whole entry, looked up): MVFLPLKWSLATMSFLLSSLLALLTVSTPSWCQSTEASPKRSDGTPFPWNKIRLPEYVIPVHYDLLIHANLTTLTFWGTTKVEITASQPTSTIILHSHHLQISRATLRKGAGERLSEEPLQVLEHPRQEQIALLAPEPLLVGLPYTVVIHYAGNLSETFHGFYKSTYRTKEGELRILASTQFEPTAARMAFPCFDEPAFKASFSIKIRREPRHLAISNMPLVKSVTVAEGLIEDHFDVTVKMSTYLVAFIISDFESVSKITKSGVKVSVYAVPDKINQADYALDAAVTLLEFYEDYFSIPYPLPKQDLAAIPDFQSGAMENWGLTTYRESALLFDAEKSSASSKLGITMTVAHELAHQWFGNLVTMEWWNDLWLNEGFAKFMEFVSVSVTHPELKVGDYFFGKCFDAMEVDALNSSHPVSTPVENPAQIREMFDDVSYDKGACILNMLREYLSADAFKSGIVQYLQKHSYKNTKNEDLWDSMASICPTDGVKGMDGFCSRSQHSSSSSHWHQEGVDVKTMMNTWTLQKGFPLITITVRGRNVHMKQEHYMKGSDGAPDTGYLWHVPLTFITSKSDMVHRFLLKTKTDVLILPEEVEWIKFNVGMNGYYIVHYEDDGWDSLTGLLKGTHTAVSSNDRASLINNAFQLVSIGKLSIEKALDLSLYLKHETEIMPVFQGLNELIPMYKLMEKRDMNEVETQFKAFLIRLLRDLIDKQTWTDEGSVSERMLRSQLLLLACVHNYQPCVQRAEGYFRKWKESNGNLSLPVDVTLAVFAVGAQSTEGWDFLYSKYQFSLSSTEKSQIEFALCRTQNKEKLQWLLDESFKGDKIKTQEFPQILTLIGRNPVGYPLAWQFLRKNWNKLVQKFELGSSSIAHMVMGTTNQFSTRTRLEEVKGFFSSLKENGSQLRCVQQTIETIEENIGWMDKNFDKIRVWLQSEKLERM
# An asterisk follows results filed as active; ? = inconclusive; / = no result given; [ ] = dose if it differs, or a comment.
molecule	SIRT5 inh	DENV2 CPE rescue	miR-122 sensor	Casp6 inh	ERp5 inh	F508del corr	ERAP1 HTS inh
CC(=O)C1(C)N(O)C(C)(C)C(c2cccs2)=[N+]1[O-] (configuration not stated)	-0.7	-1.6	/	-1.6	-3.0	-0.9	-2.2
CCCC#Cc1cnc2c(c1)C(=O)N([C@@H](C)CO)C[C@@H](C)[C@H](CN(C)C(=O)Cc1ccccc1)O2	0.8	29.8	-1.3[16.7 µM]	-1.2	0.9	-0.6	-3.4
N#C[C@@H]1[C@H](c2ccccc2)[C@@H](CO)N1S(=O)(=O)c1ccc(-c2ccccc2)cc1	-1.5	-13.2	/	-2.1	0.7	-3.3	-1.7
Cc1cccc(C(=O)Nc2ccc(C(=O)/C=C/c3ccncc3)cc2)c1	-2.2	3.5	-21.4	2.4	0.9	-5.8	-0.6
CC1(C)CC(NC(=O)Cc2ccccc2)CC(C)(C)N1	-1.8	2.9	-3.2	-0.5	1.6	-10.6	0.1
Cc1ccc(SCC2=NN(c3nc(C)cc(C)n3)C(=O)C2)cc1	-1.9	-3.9	/	0.3	-2.1	-0.8	3.0
CCN(c1ccccc1)S(=O)(=O)c1ccc(OC)c(NC(=O)Cn2cnc3c2c(=O)n(C)c(=O)n3C)c1	-4.8	-2.7	0.1	-3.9	0.0	/	5.8
CCOc1ccccc1NC(=O)Nc1ccncc1	-0.1	16.4	-1.3	-0.7	3.7	0.2	-3.8
COc1ccccc1NC(=O)c1cc(S(=O)(=O)NCc2ccccc2)ccc1F	1.3	6.4	/	7.7	-1.3	2.3	-4.7
Cc1c(Cl)cccc1NC(=O)c1ccc(OCC(=O)NCc2ccccc2)cc1	/	-11.2	/	-1.0	-2.3	-0.9	2.8
Cc1cc(NC(=O)OC(C)C)ccc1-c1ccc(NC(=O)OC(C)C)cc1C	3.8	8.2	/	-2.4	-0.8	-0.3	1.2
O=C(COC(=O)COc1ccc(Br)cc1)NC1CCCCCC1	-4.1	2.7	/	1.4	-0.9	-2.0	4.5
C[C@@H]1CCCCO[C@H](CN(C)C(=O)Nc2ccc(F)cc2)[C@H](C)CN([C@H](C)CO)C(=O)c2cc(NS(=O)(=O)c3cn(C)cn3)ccc2O1	-3.3	0.7	8.1[16.7 µM]	2.4	11.9	-2.4	-1.3
COc1ccc(Cl)cc1Nc1cc(C)nc2ncnn12	-1.9	-2.5	10.3	5.3	1.9	2.5	5.5
Cc1noc(C)c1NC(=O)N(C)C[C@H]1Oc2cc(C#CCC(C)C)ccc2S(=O)(=O)N([C@H](C)CO)C[C@@H]1C	-0.1	25.0	48.2[16.7 µM]	4.8	1.2	-2.1	0.8
O=C1CSC(c2ccccc2)N1Cc1ccccc1 (configuration not stated)	-1.1	5.0	-2.6	-0.5	-1.6	3.4	-1.4
COCCSc1ccccc1C(=O)NCCc1ccccc1	-4.9	5.4	/	-2.9	4.3	-1.0	0.4
CC1(C)Cc2c(cnn2-c2cccc(F)c2)C(NC(=O)c2csnn2)C1 (configuration not stated)	5.1	?	-4.0	-1.8	-7.4	-0.6	0.4
Cc1ccc2c(c1)-c1c(cnn1CC(=O)N(CCC#N)c1ccccc1)CO2	/	3.9	-5.1	3.7	-2.6	1.3	/
CN(C[C@H]1N[C@H](CO)[C@H]1c1ccc(C2=CCCC2)cc1)S(C)(=O)=O	-1.0	7.1	0.0[16.7 µM]	0.3	-0.2	1.0	0.1
COc1ccc(CNS(=O)(=O)c2ccc3c(c2)N(C(C)=O)CCO3)cc1	-0.8	-0.2	7.4	4.4	-6.5	0.9	0.5
Cc1[nH]c2ccccc2c1C(=O)C(=O)NCCOc1ccccc1	1.4	0.7	/	5.4	2.3	2.5	-2.5
Cc1cccc(OCc2cc(-c3ccccc3)no2)c1C	-5.6	-3.7	/	3.8	-7.0	-2.5	3.9
CN=C(C)/C(C(=O)OC)=C(/O)c1ccc(Cl)cc1Cl	0.6	9.2	/	-1.1	-1.2	-0.3	/
COc1c2n(C)ccc3c-2n(c(=O)c1=O)c1ccccc31	-3.2	7.2	5.1	0.6	0.2	-2.8	0.7
CCc1noc(C)c1C(=O)Nc1cc(Cl)ccc1-n1cncn1	2.1	-3.7	/	5.9	14.5	-2.4	4.0
COC(=O)c1ccc(C2NCCc3cc(OC)c(OC)cc32)cc1 (configuration not stated)	-0.6	9.2	-10.3	-1.7	1.2	-1.1	4.6
CCCC(=O)Nc1ccc2c(c1)C(=O)N(C)C[C@H](OC)[C@H](C)CN(Cc1ccc(-c3ccccn3)cc1)[C@@H](C)CO2	/	28.3*	/	-1.8	4.0	1.6	2.5
CN(C(=O)c1ccccc1C(=O)OCC(=O)Nc1ccc(S(N)(=O)=O)cc1)c1ccccc1	1.7	9.5	-2.2	15.6	12.3	8.2*	-0.8
O=C(NCC1CCN(C(=O)c2c(F)c(F)c(F)c(F)c2F)CC1)c1c(F)c(F)c(F)c(F)c1F	-2.3	-6.1	-0.1	2.6	-0.1	-1.2	-0.7
CCCCNc1c([N+](=O)[O-])ncn1C	1.5	-0.1	0.1	1.4	2.1	0.5	6.7
O=C(O)/C(=C\c1ccc(Cl)c([N+](=O)[O-])c1)c1ccc(S(=O)(=O)N2CCCCC2)s1	1.7	6.0	/	31.5	0.1	-2.3	-0.5
O=c1[nH]c(=O)c2cn[nH]c2[nH]1	-7.2	-9.6	1.5	6.0	3.9	3.8	-0.1
C[C@@H]1CCCCO[C@@H](CN(C)C)[C@H](C)CN([C@@H](C)CO)C(=O)c2cc(NC(=O)Nc3cccc4ccccc34)ccc2O1	-0.3	?	0.8[16.7 µM]	-1.9	3.1	-4.1	0.0
CN(C)CC(=O)N1[C@H](CO)[C@@H](c2ccc(C#CC3CC3)cc2)[C@@H]1C#N	4.3	-6.7	/	-0.2	5.5	0.8	-0.9
C[C@H]1CN([C@@H](C)CO)S(=O)(=O)c2ccc(-c3cccc(C(=O)N(C)C)c3)cc2O[C@@H]1CN(C)Cc1ccc2c(c1)OCO2	15.5*	0.7	6.8[16.7 µM]	5.2	-2.7	-3.1	-3.6
Cc1ccc(S(=O)(=O)N/N=C/c2cc([N+](=O)[O-])ccc2O)cc1[N+](=O)[O-]	0.7	5.0	/	7.1	-3.8	1.8	0.0
C[C@@H]1CN([C@H](C)CO)C(=O)c2cc(NS(C)(=O)=O)ccc2O[C@@H]1CN(C)CC1CCCCC1	0.5	5.8	56.2[16.7 µM]	1.4	6.6	2.1	-0.6
CNC[C@@H]1Oc2ccc(NS(=O)(=O)c3ccccc3)cc2C(=O)N([C@H](C)CO)C[C@@H]1C	-1.5	-3.6	-4.0[16.7 µM]	2.1	1.3	0.0	1.3
O=C(CNS(=O)(=O)c1ccc(F)cc1)Nc1ccccc1	-3.1	6.4	/	-0.7	2.5	-1.5	2.9
COc1ccc(-n2cc(CNCCc3ncc(C)[nH]3)c(-c3ccccc3Cl)n2)cc1	-5.9	5.1	-6.9	-9.0	3.5	/	-5.7
N#C/C(=C\c1c(Oc2ccc(Cl)cc2)nc2ccccn2c1=O)C(=O)NC1CCS(=O)(=O)C1 (configuration not stated)	-1.3	-3.7	7.2	-0.3	-0.7	-1.6	-20.4
CCCN1C[C@H](C)[C@@H](OC)CN(C)C(=O)c2cc(NC(=O)c3ccccc3)ccc2OC[C@@H]1C	8.9	-2.8	/	-0.9	-1.5	-2.4	0.6
Cc1ccc(OCCOc2cccc(/C=N/NC(N)=O)c2)cc1	-2.2	12.4	-5.2	4.4	-5.0	0.1	4.3
O=C1CN(C(=O)COc2c(F)c(F)cc(F)c2F)c2ccccc2N1	-3.7	-7.0	4.1	0.7	-14.1	0.4	3.7
CC(NC(=O)c1cc2cc(F)ccc2[nH]1)c1ccccc1 (configuration not stated)	-3.0	-6.4	8.5	2.4	-2.9	0.2	0.1
CCCN(C)C[C@H]1Oc2ncc(-c3ccccc3F)cc2C(=O)N([C@@H](C)CO)C[C@@H]1C	-3.6	2.3	-2.2[16.7 µM]	-7.1	-0.5	2.0	0.6
O=c1cc(-c2ccncc2)oc2c1ccc1ccccc12	-5.6	3.1	-6.1	-0.7	2.6	5.4	-4.2
Cc1ccc(Cn2nnc3c(=O)n(Cc4cc(C)ccc4C)cnc32)cc1	-3.1	/	4.3	-0.4	2.0	3.3	-3.1
CNC[C@@H]1Oc2ccc(NS(=O)(=O)c3ccc(OC)cc3)cc2CC(=O)N([C@@H](C)CO)C[C@@H]1C	-0.9	-1.4	-1.9[16.7 µM]	-2.2	8.1	-1.4	7.1
CC(C)C[C@H]1CNC(=S)N1C[C@H]1CCCN1C[C@H](CC(C)C)N1C[C@H](Cc2ccc(O)cc2)N(CC2CCCCCC2)C1=S	-2.2	-9.2	-7.7	0.7	-4.4	-2.3	9.9
OC[C@@H]1[C@H](c2ccc(C3=CCCC3)cc2)[C@H]2CN(Cc3cncnc3)CCCCN12	3.4	-6.4	17.0[16.7 µM]	0.2	7.4	5.3	0.7
Cc1noc(C)c1NC(=O)Nc1ccc2c(c1)C(=O)N(C)[C@H]1CC[C@H](CC(=O)N[C@@H]3CCN(Cc4ccccc4)C3)O[C@@H]1CO2	0.0	-2.1	1.7[16.7 µM]	-0.2	1.1	2.3	1.7
O=C(COC(=O)c1ccc(S(=O)(=O)N2CCOCC2)cc1)NCc1ccco1	-4.8	-2.4	-3.4	-1.3	-0.7	-2.3	-1.7
CCOC(=O)CNC(=O)N1C[C@H]2CON(C)[C@H]2C[C@H]1c1ccccc1Br	-0.5	-3.2	-4.6	-1.3	1.6	-1.1	-2.6
O=C1NCCCC1C(=O)N1CCN(C(=O)c2ccco2)CC1 (configuration not stated)	-4.0	/	36.3	-0.4	5.4	-7.9	-0.6
COc1ccc(Cc2nnc(SCC(=O)NC3(C#N)CCCCC3)n2N)cc1	-2.7	-7.1	/	0.5	25.0*	-2.6	-0.4
O=C(Cn1cnc2ccccc21)c1ccccc1	-5.9	2.3	-2.0	-0.6	3.8	-3.7	2.7
COc1ccc(NC(=O)CSc2nnnn2C2CCCCC2)cc1	-4.1	-3.9	/	0.8	3.1	2.3	2.6
N/C(=N\OC(=O)Cc1ccccc1)c1ccccc1Cl	-0.1	-3.8	/	0.2	-1.5	0.4	-2.3

# Later entries
molecule	SIRT5 inh	DENV2 CPE rescue	miR-122 sensor	Casp6 inh	ERp5 inh	F508del corr	ERAP1 HTS inh
CC(C)(C)N1C(=O)[C@H]2[C@@H](c3ccc(Br)cc3)N3C(=O)N(c4cccc(F)c4)C(=O)[C@@]3(Cc3ccccc3)[C@H]2C1=O	-2.7	-9.9	/	-1.0	5.1	-1.8	5.2
CN(CC(=O)NCCc1ccc(S(N)(=O)=O)cc1)S(=O)(=O)c1ccc(Br)s1	-5.0	4.7	-2.8	-1.6	3.7	0.8	1.6
O=C(c1cc2cc(Br)ccc2o1)N1CCCCC1	0.8	3.4	/	1.5	-6.5	-1.5	1.0
O=C(NCC[C@H]1CC[C@H](NC(=O)C2CCCCC2)[C@@H](CO)O1)c1ccc(F)cc1	1.0	/	/	-3.0	-0.2	1.3	-0.1
Cc1c(C(=O)N2CCC(N3CCSCC3)CC2)oc2c(F)cccc12	-1.0	16.0	1.8	0.9	-0.2	1.2	-0.6
C[C@@H]1CN([C@H](C)CO)C(=O)Cc2cc(N(C)C)ccc2O[C@@H]1CN(C)C(=O)NC1CCCCC1	1.6	9.2	-9.1[16.7 µM]	-1.1	-0.6	-1.4	-1.2
Cc1ccc(C(=O)Nc2c(-c3ccc(Cl)cc3)[nH][nH]c2=O)cc1	5.3	-18.0	3.6	5.5	2.7	-1.5	-4.0
